Pf growth 48h = Primary qHTS for delayed death inhibitors of the malarial parasite plastid, 48 hour incubation | P. falciparum luciferase growth in erythrocytes, 48 h | Potency, µM (series often up to 28.7 µM), inactives show at the top dose activity change, negative = inhibition, most hits filed as inhibitors | 310,000 compounds, 5.9% hits | AID 504832, 2011; also: potency is read from the fitted curve at half-maximal effect; % is scaled to controls: 0 for no effect and ±100 for the full control effect
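Here the parasites carry a stable luciferase gene and grow inside erythrocytes in Albumax-based RPMI medium with compound for one erythrocytic cycle. Activity is scored as loss of luminescent signal.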
Cycloheximide cs = Cycloheximide Counterscreen for Small Molecule Inhibitors of Shiga Toxin | AID 2314, 2010 | 300,000 compounds, 12% hits | cell reporter, cycloheximide protein synthesis inhibition counterscreen | max response, %; in the data active = max response mostly above about 13%, no sharp cut-off; inactive = mostly below about 14%; also: read at 38.3 µM for the half of the compounds with a filed dose; 0% is about no effect
Shiga toxin inh = A qHTS for Small Molecule Inhibitors of Shiga Toxin | Vero cells, Shiga toxin protein synthesis inhibition reporter | AID 2315, 2010 | 290,000 compounds, 9.2% hits | inhibition, % at 38.7 µM; in the data active = inhibition mostly above about 28%, no sharp cut-off; inactive = mostly below about 43%; also: 0% is about no effect
Tb PYK inh = qHTS of Trypanosoma Brucei Inhibitors. AID 624173, 2012. 410,000 compounds, 0.12% hits. TbPYK enzyme, Kinase-Glo Plus ATP luminescence, 45 min. Potency, µM (top dose mostly 76.8 µM), inactives show top-dose activity, negative = inhibition, actives largely listed as inhibitors. pyruvate kinase (Trypanosoma brucei), Q57TT1; also: potency is read from the fitted curve at half-maximal effect; % is scaled to controls: 0 for no effect and ±100 for the full control effect; nearly all actives have a fitted effect of over 50% in size
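Luminescence from Kinase-Glo Plus, added after a 45-minute room-temperature reaction, served as the end-point read-out. The enzyme and substrate were preincubated with compound before ADP (130 uM final) initiated turnover. Concentration-effect curves came from normalized qHTS data.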
AMA1 RON2 block = qHTS for Inhibitors of AMA1-RON; Towards Development of Antimalarial Drug Lead: Primary Screen. Plasmodium falciparum AMA1 (3D7) - RON2 peptide interaction. AlphaScreen AMA1-biotinylated RON2 peptide binding. Potency, µM (highest dose often 58.2 µM), for inactives: at the top dose activity change, negative = inhibition, actives largely listed as inhibitors. 360,000 compounds, 0.2% hits. AID 720542, 2013;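 also: potency is read from the fitted curve at half-maximal effect; 0% = vehicle wells and -100% = peptide control; nearly all actives have a fitted effect of over 45% in size; some results filed as inactive show a strong effect at the top dose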
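AMA1 (3D7) with his tag at 25 nM final met compounds first, then biotinylated RON2 peptide at 25 nM; detection used donor plus acceptor beads, 10 µg/mL apiece, read by AlphaScreen after 30 min at room temperature.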
Pf growth 96h = Primary qHTS for delayed death inhibitors of the malarial parasite plastid, 96 hour incubation; 320,000 compounds, 6.9% hits; P. falciparum luciferase reporter growth, 96 h; Potency, µM (series often up to 28.7 µM), inactives show top-dose activity change, negative = inhibition, hits mostly inhibitors; also: potency is read from the fitted curve at half-maximal effect; % is scaled to controls: 0 for no effect and ±100 for the full control effect
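Luminescence readout: decreased luciferase signal marks inhibited growth of reporter-expressing P. falciparum in infected red cells (2% hematocrit, 0.05% parasitemia final), exposed to compound two generations (96 h, 37 C, 5% CO2).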
LmPK inhibitor = qHTS Assay for Inhibitors of Leishmania Mexicana Pyruvate Kinase (LmPK); Q27686; purified LmPK, Kinase-Glo ATP luminescence, 1 h; Potency, µM (doses to about 57.5 µM), for inactives: at the highest dose activity change, negative = inhibition, most hits filed as inhibitors; 290,000 compounds, 0.37% hits; also: potency is read from the fitted curve at half-maximal effect; % is scaled to controls: 0 for no effect and ±100 for the full control effect
Target sequence (Q27686 whole entry, looked up): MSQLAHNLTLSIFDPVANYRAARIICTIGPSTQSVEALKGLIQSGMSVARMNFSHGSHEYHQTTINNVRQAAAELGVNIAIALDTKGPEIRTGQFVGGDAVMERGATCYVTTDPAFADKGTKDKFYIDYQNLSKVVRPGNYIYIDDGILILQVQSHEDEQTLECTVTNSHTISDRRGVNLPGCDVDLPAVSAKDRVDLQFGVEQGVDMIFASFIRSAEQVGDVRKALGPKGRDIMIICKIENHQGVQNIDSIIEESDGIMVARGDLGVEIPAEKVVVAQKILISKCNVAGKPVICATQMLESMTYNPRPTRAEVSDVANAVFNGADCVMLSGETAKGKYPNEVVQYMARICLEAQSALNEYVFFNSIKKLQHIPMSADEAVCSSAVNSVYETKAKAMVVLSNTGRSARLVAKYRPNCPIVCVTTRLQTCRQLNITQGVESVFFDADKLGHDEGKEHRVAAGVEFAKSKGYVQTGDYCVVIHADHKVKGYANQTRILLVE
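Purified LmPK (0.1 nM) with 0.5 mM PEP and 0.1 mM ADP in imidazole buffer pH 7.2 with MgCl2/KCl, 1 h at room temperature. ATP formed was read by luciferase luminescence and normalized to no-enzyme and uninhibited controls.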
* hit, by the source's call; ? = inconclusive; · = no result given; [ ] = another dose, or the depositor's remark. Unless noted, calls follow the shape of the dose curve; as a rule, active = well fitted curve in the direction sought with a large enough effect; inconclusive = small, poorly fitted or top-dose-only effect, or another doubt; inactive = no such curve, though single readings can be large; an effect the other way counts as inactive or inconclusive.

SMILES	Pf growth 48h	Cycloheximide cs	Shiga toxin inh	Tb PYK inh	AMA1 RON2 block	Pf growth 96h	LmPK inhibitor
Cn1nc(C(=O)N2CCOCC2)c([N+](=O)[O-])c1C(=O)N1CCOCC1	8%	-2	-10	-6%	-15%	42%[activator]	-4%
O=C(COc1nncc2ccccc12)NCCC1=CCCCC1	21%	12	24	-2%	2%	8%	0%
CC(=O)Nc1ccc(OC(=O)COc2ccc(Br)cc2)cc1	59%[activator]	-4	-9	-6%	-2%	-24%	8%
COc1ccc(Cn2cc3c(-c4ccc(F)cc4)nnc-3c3cc(OC)c(OC)cc32)cc1	0.15µM*	7	-7	2%	-20%	0.15µM*	3%
COC(=O)/C=C/c1cnc2ccccc2c1	255%[activator]	36*	118*	-2%	9%	125%[activator]	0%
Cc1ccc(C(c2sc3ncnn3c2O)N2CCC(C)CC2)cc1 (centres undefined)	?	2	1	-1%	11%	5.9µM*	7%
Cc1csc(NC(=O)COc2ccc3c(c2)CCC3)n1	385%[activator]	·	·	-18%	3%[11.6 µM]	271%[activator]	·
Cc1ccc2nc3c(cc2c1)CC1(C(=O)N(C)C(=O)N(C)C1=O)C1COCCN31 (centres undefined)	21%	-4	18	3%	-7%	40%[activator]	2%
CCC(=O)Nc1nc2c(OC)ccc(C)c2s1	0%	-3	-8	3%	-9%	42%[activator]	10%
CCCC(C)C1(CC)C(=O)NC(=Nc2ccc(F)cc2)NC1=O (centres undefined)	?	9	-12	-1%	10%	?	-5%
COC(=O)c1cn(NC(=O)c2ccc(OC)c(OC)c2)c(=O)c2ccccc12	?	-1	14	-4%	6%	13µM*	2%
COC(=O)c1ccc(CSc2nc(C)nc3sc(C)c(C)c23)o1	17%	-1	-14	2%	-4%	17%	1%
CCC(C)(C)C1CCc2c(sc(NC(=O)c3cccs3)c2C(N)=O)C1 (centres undefined)	25%	-1	-16	-1%	-30%	·	0%
CCOn1c(=O)c(=O)n(OCc2ccccc2)c2ccccc21	-10%	-1	-10	-5%	2%	·	-5%
CC1=C(C(=O)OC(C)C)C(c2cccs2)N2C(=O)CCSC2=N1 (centres undefined)	-18%	-2	12	-3%	3%	4%	3%
Cn1c(O)c(N=NC(=O)Cn2ccc(C(F)(F)F)n2)c2ccccc21	-12%	-3	9	-8%	-10%	?	1%
O=C(COC(=O)/C=C/c1ccccc1)NC(=O)NCc1ccccc1	5%	·	·	1%	16%	21%	·
CC(CC(=O)N1CCN(c2cccc(Cl)c2)CC1)S(=O)(=O)c1ccc2c(c1)NC(=O)CO2 (centres undefined)	?	-1	-4	4%	2%	?	8%
Cc1ccnc(Nc2nc(-c3c(C)nc4sccn34)cs2)c1	3.3µM*	32*	57	·	23%	?	1%
COc1cc(C(=O)NC(c2ccccc2)c2ccccc2)cc(OC)c1OC	?	-4	1	0%	4%	-11%	-2%
CC[n+]1c(/C=C2/C=C(C)CC(C)C2)sc2ccccc21 (centres undefined)	?	-4	3	?	-15%	?	0%
c1ccc(CNCCc2c[nH]c3ccccc23)cc1	-6%	-1	-8	2%	-7%	-1%	-7%
CC(=O)c1cccc(NC(=O)CC2S/C(=N/N=C/c3cccs3)NC2=O)c1 (centres undefined)	?	-1	21	0%	35%[activator]	-13%	-2%
Cc1cc2c(cc3c(=O)n(CC(=O)NCCCN4CC(C)CC(C)C4)ncn32)s1 (centres undefined)	-26%	-3	3	10%	0%	-28%	-1%
COc1ccc(OCC(O)CN2C(=O)NC(C)(C)C2=O)cc1 (centres undefined)	0%	5	-11	-5%	2%	47%[activator]	3%
SMILES	Pf growth 48h	Cycloheximide cs	Shiga toxin inh	Tb PYK inh	AMA1 RON2 block	Pf growth 96h	LmPK inhibitor
Cc1cc(C(=O)CN2C(=O)NC3(CCCCC3)C2=O)c(C)n1Cc1ccc2c(c1)OCO2	?	27*	96*	0%	-19%	0%	2%
COC(=O)C(Cc1c[nH]c2ccccc12)NC(C)=O (centres undefined)	-6%	-5	-1	0%	-6%	4.1µM*	-2%
Cc1cc(C(=O)OC(C)C(=O)N2CCc3ccccc32)ccc1[N+](=O)[O-] (centres undefined)	-13%	·	·	-5%	?	12%	·
O=C(CC1C(=O)NCCN1C(=O)c1ccccc1)Nc1cc(Cl)ccc1Cl (centres undefined)	78%[activator]	-1	-4	-12%	-11%	23%	-5%
Cn1c(=O)c2c(nc(N/N=C/c3cccnc3)n2Cc2ccccc2)n(C)c1=O	?	-3	-14	-4%	33%[activator]	?	-2%
Cc1cc(S(=O)(=O)Nc2noc3ccccc23)ccc1F	0%[0.00184 µM]	-5	1	1%	6%	33%[activator]	-4%
CCCOc1cccc(C(=O)Nc2cccc(NC(=O)c3ccco3)c2)c1	?	14*	67	-3%	3%	·	0%
CCOC(=O)N1CCN(C2CCCN(C(=O)c3cccc(Cl)c3)C2)CC1 (centres undefined)	-16%	-3	22	-9%	9%	?	-4%
CCCCN1C(=O)C(=O)N(CC(=O)Nc2cccc(C(C)=O)c2)C1=O	12%	·	·	-2%	4%	-16%	·
Cc1ccc(OCC(=O)Nc2ccc(N3CCCC3)cc2)cc1C	12µM*	-1	-11	-3%	-25%	-6%	-1%
O=C(CSc1nc2ccccc2s1)Nc1nccs1	14%	15	11	·	1%	100%[activator]	1%
O=C(c1ccncc1)N1N=C(C2CC2)CC1(O)C(F)(F)F (centres undefined)	0%	-3	-5	-1%	100%[activator]	?	0%
Cn1c(N)c(C(=O)CSc2nc3ccccc3c(=O)n2Cc2ccccc2)c(=O)n(C)c1=O	?	-2	-5	2%	-8%	28%	6%
COc1ccc(CN2CCN(C(=O)Cc3ccccc3)CC2)c(OC)c1	-13%	-1	-3	7%	-3%	-6%	-1%
Cc1cc2c(cc1C)C(c1cccc(F)c1)CC(=O)N2 (centres undefined)	-3%	0	4	-9%	-3%	13%	1%
c1ccc(-c2cc3c(N4CCCCC4)ncnc3s2)cc1	-1%	23	12	-5%	15%	0%	1%
COc1cc([N+](=O)[O-])ccc1-c1ccc(C(=O)Nc2ccc(NC(C)=O)cc2)o1	8%	2	-7	?	-11%	-5%	-12%
CCc1ccccc1NC(=O)NNC(=O)CCc1ccc(OC)cc1	?	-2	-2	3%	83%[activator]	29%	9%
COC(=O)CN(c1nc(C)c(Br)c(OC)n1)S(=O)(=O)c1ccccc1	?	-1	-6	-2%	-4%	217%[activator]	-4%
COc1ccccc1/C=N/NS(=O)(=O)c1ccccc1	-22%[0.00184 µM]	-4	23	0%	-4%	11%	?
Cc1cccc(C)c1NC(=O)c1c[nH]c2ccccc12	128%[activator]	16*	74*	-2%	0%	148%[activator]	-2%
COc1cccc(-n2c(Cc3cc(=O)[nH]c(=O)[nH]3)nnc2SCc2cccc(C(F)(F)F)c2)c1	-25%	-2	27	-1%	10%	-31%	1%
O=C(CNC(=O)c1cccc(F)c1)N/N=C/c1ccc(O)c([N+](=O)[O-])c1	-8%	-1	-13	-18%	0%	-24%	-4%
COC(=O)c1ccc(NC(=O)COc2ccc(S(=O)(=O)NC(C)(C)C)cc2)cc1	6%	4	11	2%	-4%	16%	-5%
O[C@H]1COC2C1OC[C@@H]2O (some centres undefined)	1%	-1	-6	-4%	10%	-12%	6%

Grouped by structure: the entries above containing a furan ring, fused or not (3)
SMILES	Pf growth 48h	Cycloheximide cs	Shiga toxin inh	Tb PYK inh	AMA1 RON2 block	Pf growth 96h	LmPK inhibitor
COC(=O)c1ccc(CSc2nc(C)nc3sc(C)c(C)c23)o1	17%	-1	-14	2%	-4%	17%	1%
CCCOc1cccc(C(=O)Nc2cccc(NC(=O)c3ccco3)c2)c1	?	14*	67	-3%	3%	·	0%
COc1cc([N+](=O)[O-])ccc1-c1ccc(C(=O)Nc2ccc(NC(C)=O)cc2)o1	8%	2	-7	?	-11%	-5%	-12%

Next records
SMILES	Pf growth 48h	Cycloheximide cs	Shiga toxin inh	Tb PYK inh	AMA1 RON2 block	Pf growth 96h	LmPK inhibitor
COc1cccc(CN(C)C(=O)c2[nH]c(C)c(C(C)=O)c2C)c1OC	12µM*	-2	2	-4%	6%	7.4µM*	0%
O=c1oc2cc(OCc3ccc(C(F)(F)F)cc3)ccc2cc1-c1ccccn1	49%	-2	3	1%	7%	125%[activator]	4%
CC(=O)c1ccc(-c2ccc([C@H]3[C@H]4C=CC[C@@H](C)[C@@H]4C(=O)N3Cc3ccccc3)c(F)c2)cc1	?	-2	-3	-1%	-14%	?	1%
Cc1cc(C)n(C(=O)CNC(=O)c2ccco2)n1	0%	-3	-4	4%	-2%	2%	-2%
CC(NC(=O)c1ccccc1Cl)C1CC2CCC1C2 (centres undefined)	9%	5	19	-1%	3%	3%	-1%
CCc1cc(C(=O)Nc2cc(Cl)ccc2N2CCN(C)CC2)sc1C	-16%	·	·	3%	-22%	-3%	·
NC(=O)C1CCCN(C(=O)CCc2nnc(C3(c4ccc(Cl)cc4)CCC3)o2)C1 (centres undefined)	?	2	11	2%	1%	?	2%
CCN(CC)C(=O)C(C(=O)c1cccc([N+](=O)[O-])c1)n1cc(Cl)ccc1=O (centres undefined)	15%	-2	29	-2%	-6%	14%	-12%
CCC(C)NC(=O)C1CCCN(S(=O)(=O)c2ccc3c(c2)CC(C)N3C(C)=O)C1 (centres undefined)	11%	1	-9	0%	-7%	28%	-3%
COc1ccccc1-n1nnnc1SCC(=O)NCC1CCCO1 (centres undefined)	-26%	·	·	-8%	-15%	17%	·
COc1ccc(C(=O)NCC(=O)OCC(=O)NCCC2=CCCCC2)cc1	?	-3	29	2%	13%	12%	2%
O=C(COc1ccc(F)cc1)N1CCCCCCC1	-7%	-2	15	-2%	-2%	?	1%
C=CCn1c(SCC(=O)Nc2c(C)cccc2C)nnc1-c1cnccn1	-14%	-1	1	-1%	-4%	-16%	3%
O=C(N/N=C/c1cccnc1)c1cc(C2CC2)nc2ccccc12	-25%	-5	15	-9%	1%	-19%	4%
CC1CCC(C(C)C)C(OP(N)(=O)c2ccccc2)C1 (centres undefined)	8%	-3	-18	-12%	-3%	?	-5%
CCCNC(=O)COC(=O)c1ccc(S(=O)(=O)N2CCCCCC2)cc1	·	-6	-13	-4%	-12%	13%	6%
O=C(Nc1ccc(N2CCOCC2)cc1)c1c(F)cccc1Cl	7%	11	35	0%	6%	6%	-2%
Cc1cc(C(=O)CSc2n[nH]c(-c3ccccc3F)n2)c(C)n1Cc1cccs1	-4%	17*	39	-8%	-1%	·	7%
CC(C)(C)C(=O)N(Cc1ccccc1)c1ccccn1	2%	1	12	-21%	0%	14%	-2%
Cc1ccc(CN2CCN(Cc3cnc(C)s3)CC2CCO)o1 (centres undefined)	6%	-2	-2	-1%	5%	4%	2%

Compound profiles (already shown). Values in the order: Pf growth 48h	Cycloheximide cs	Shiga toxin inh	Tb PYK inh	AMA1 RON2 block	Pf growth 96h	LmPK inhibitor
CC(C)(C)C(=O)N(Cc1ccccc1)c1ccccn1 is listed with 2%	1	12	-21%	0%	14%	-2%
Cc1ccc(CN2CCN(Cc3cnc(C)s3)CC2CCO)o1 (centres undefined) is listed with 6%	-2	-2	-1%	5%	4%	2%
